Compound activity deposited in PubChem BioAssay by Icahn School of Medicine at Mount Sinai.
ROC1-CUL1 inh: inhibitors of human ROC1-CUL1 ubiquitin ligase activity; P62877+Q13616; in vitro K48 di-Ub FRET, acceptor:donor ratio, 45 min; inhibition, % at 10 µM; 140,000 compounds, 0.6% hits; AID 1347404; in the data active = inhibition above about 25%
Target sequence (P62877 whole entry, looked up): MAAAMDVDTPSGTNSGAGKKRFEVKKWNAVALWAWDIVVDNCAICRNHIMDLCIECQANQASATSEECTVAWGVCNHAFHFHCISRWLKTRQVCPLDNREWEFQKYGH
Target sequence (Q13616 whole entry, looked up): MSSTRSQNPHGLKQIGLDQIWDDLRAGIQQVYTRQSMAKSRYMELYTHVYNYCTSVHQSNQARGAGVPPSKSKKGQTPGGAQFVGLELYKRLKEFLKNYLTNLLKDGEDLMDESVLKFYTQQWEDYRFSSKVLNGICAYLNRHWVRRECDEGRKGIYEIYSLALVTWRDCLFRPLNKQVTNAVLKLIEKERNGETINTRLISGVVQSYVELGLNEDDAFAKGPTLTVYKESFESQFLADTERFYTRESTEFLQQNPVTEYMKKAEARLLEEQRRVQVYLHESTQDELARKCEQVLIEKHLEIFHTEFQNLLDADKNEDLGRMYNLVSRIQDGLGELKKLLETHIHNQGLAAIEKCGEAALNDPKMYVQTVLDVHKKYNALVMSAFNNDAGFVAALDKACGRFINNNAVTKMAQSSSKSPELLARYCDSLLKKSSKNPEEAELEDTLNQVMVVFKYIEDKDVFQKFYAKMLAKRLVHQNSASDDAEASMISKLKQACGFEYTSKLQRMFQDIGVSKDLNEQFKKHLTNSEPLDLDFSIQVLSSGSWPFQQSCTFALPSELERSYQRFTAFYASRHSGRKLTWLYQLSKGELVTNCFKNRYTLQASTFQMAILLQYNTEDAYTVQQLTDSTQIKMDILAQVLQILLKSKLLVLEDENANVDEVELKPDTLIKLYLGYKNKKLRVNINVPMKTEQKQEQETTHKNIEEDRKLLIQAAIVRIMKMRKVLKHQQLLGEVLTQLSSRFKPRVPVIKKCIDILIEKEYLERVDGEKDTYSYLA
An asterisk follows results filed as active. The list is partial; the hit share may differ from the screen's.

SMILES | ROC1-CUL1 inh
Cc1ccc(CCNC(=O)c2nnc(Cc3cccc(F)c3)o2)cc1 | -8
CC(C)(C)c1cc(NS(=O)(=O)c2c(Cl)cccc2Cl)cc(C(C)(C)C)c1 | 0
COc1ccccc1N1CCN(Cc2nnc(-c3ccccc3C)o2)CC1 | 0
Cc1csc(NC(=O)c2cccc(Cn3nc(C)c(Br)c3C)c2)n1 | 8
N#Cc1c(-c2ccc(F)cc2)cc(-c2ccccc2)nc1Br | -7
CCC1Oc2c(SC)nc(C)nc2N(C)C1=O (stereo unspecified) | 4
Cc1cc2c(c(=O)o1)C(c1ccc(Cl)cc1Cl)C(C#N)C(=N)O2 (stereo unspecified) | -2
Cn1cc(-c2ccnc(N3CCN(CCC(N)=O)CC3)n2)cn1 | -1
O=C(NC(Nc1ccccc1Cl)C(=O)c1ccccc1)c1cccs1 (stereo unspecified) | -5
CCCc1ccc(OCC(=O)N/N=C/c2ccc(Cl)cc2)cc1 | -5
COc1ccc(Cc2nnc(SCC(=O)Nc3c(C)cc(C)cc3C)o2)cc1 | -5
CCOC(=O)C1(CCCc2ccccc2)CCCN(C(=O)c2ocnc2C)C1 (stereo unspecified) | 4
COc1ccc(-n2nc3ccc(NC(=O)c4ccccc4Cl)cc3n2)cc1 | 1
CCNC(=O)c1ccc(C2CCCN2C(=O)CCc2ccc(=O)[nH]n2)s1 (stereo unspecified) | 12
COc1ccc(Cl)cc1NC(=O)c1cnc(N2CCCCC2)c2ccccc12 | -12
CCOc1ccc(N=CC2C(=O)CC(c3ccccc3)CC2=O)cc1 (stereo unspecified) | 2
CCc1ccc(-n2nnc(-c3nc(-c4cccs4)no3)c2N)cc1 | -3
O=S(=O)(NCC1CCCO1)c1ccc(-c2ccc(Cl)cc2)cc1 (stereo unspecified) | 9
Cc1cc([N+](=O)[O-])c(C)cc1Br | -1
OCCOCCSc1cccc2c(SCCOCCO)cccc12 | 0
CCOC(=O)N1CCc2c(sc3nc(SCC(C)=O)n(Cc4ccccc4)c(=O)c23)C1 | -6
Cc1ccc(-c2c3c(=O)n(C)c(=O)n(C)c3cn2-c2ccc(Cl)cc2)cc1 | -8
O=C(c1cccc2ccccc12)N(Cc1ccc(Cl)cc1)C1CCS(=O)(=O)C1 (stereo unspecified) | 2
CCOC(=O)N1CCN(C(=O)c2ccc(N3CCC(NCCn4nc(C)cc4C)CC3)cc2)CC1 | 0
CC1=C(C)C[C@](Cl)(c2ccccc2)S(=O)C1 (stereo partly specified) | 14

Some values from the results shown.
Result of CCOC(=O)N1CCc2c(sc3nc(SCC(C)=O)n(Cc4ccccc4)c(=O)c23)C1 in ROC1-CUL1 inh: -6
Result of COc1ccc(Cl)cc1NC(=O)c1cnc(N2CCCCC2)c2ccccc12 in ROC1-CUL1 inh: -12
Result of O=C(c1cccc2ccccc12)N(Cc1ccc(Cl)cc1)C1CCS(=O)(=O)C1 (stereo unspecified) in ROC1-CUL1 inh: 2

Among those listed so far, these contain a cyano group:
SMILES | ROC1-CUL1 inh
N#Cc1c(-c2ccc(F)cc2)cc(-c2ccccc2)nc1Br | -7
Cc1cc2c(c(=O)o1)C(c1ccc(Cl)cc1Cl)C(C#N)C(=N)O2 (stereo unspecified) | -2

Carrying on.
SMILES | ROC1-CUL1 inh
COC(=O)c1c(-c2cccc(C)c2)csc1NC(=O)Cc1ccc([N+](=O)[O-])cc1 | 6
CCc1ccc(NC(=O)c2cnc3c(-c4ccccc4)c(C)nn3c2C)cc1 | -8
CCc1nc(SCC(=O)Nc2ccccc2Cl)n[nH]1 | 1
Cc1ccc(C)c(CN2CCCN(CC(=O)Nc3ccc(C)c(C)c3)S2(=O)=O)c1 | 7
COc1ccc(NC(=O)C(c2ccccc2)N(C)C(=O)/C=C\c2ccc3c(c2)OCO3)cc1 (stereo unspecified) | 2
COc1ccc(NC(=O)CN(c2ccc(C34CC5CC(CC(C5)C3)C4)cc2)S(C)(=O)=O)c(OC)c1 | 8
CC(=O)C1=C(C)Nc2ncnn2C1c1ccccc1OC(F)F (stereo unspecified) | 6
Cc1ccc(CSc2nnc(CN3CCOCC3)n2C)cc1 | 5
COc1ccccc1N1CCN(C(=O)CSc2nc(-c3ccc(C(C)C)cc3)no2)CC1 | -3
COc1cccc(-n2c(=O)c3sc4ccccc4c3n(CC(=O)Nc3ccccc3C)c2=O)c1 | 0
CN(C(=O)Cn1c(=O)n(CCCS(=O)(=O)C2CCCCC2)c(=O)c2ccccc21)c1ccccc1 | -1
COc1cc(OC)c(N(C)C(=O)c2sc3nc4n(c(=O)c3c2C)CCCCC4)cc1Cl | 3
O=C(NC(=S)Nc1ccc(Br)cn1)c1cncc(Br)c1 | -11
NC(=O)c1sc2nc(C34CC5CC(CC(C5)C3)C4)cc(C(F)(F)F)c2c1N | 9
CCOC(=O)c1c(C)[nH]c(C)c1S(=O)(=O)N1CCCC(C(=O)Nc2cccc(CC)c2)C1 (stereo unspecified) | 1
COC1CCCN(C(=O)c2csc3nc(-c4cccc(C(F)(F)F)c4)cn23)C1 (stereo unspecified) | 7
CCCCn1c(CN(C)C(C)C)cnc1S(=O)(=O)CC1CCC1 | 16
COc1ccc(C(=O)c2c(/C=C/N(C)C)oc3ccc(OC)cc23)cc1 | 5
COc1cccc(-c2nc(SCc3cccc(Br)c3)n3[nH]c(=O)cc3n2)c1 | 0
CCCN1CSC(=S)N(CCC)C1 | -1
Cc1ccc(OCC(O)CN2CCC(C)CC2)cc1 (stereo unspecified) | -6
Cc1ccc(-c2nnc(-c3cccc(Br)c3)o2)cc1 | -4
CCOC(=O)c1ccc(CNC(=O)c2ccc3oc(C(C)C)nc3c2)o1 | 7
Cc1nn(C)cc1CN1CCC(c2cccc(F)c2)Sc2ccccc21 (stereo unspecified) | 3
Nc1ccc(-c2nc3ncccc3o2)c(O)c1 | 12

Four entries drawn at random from those above, as already listed:
SMILES | ROC1-CUL1 inh
COc1ccc(C(=O)c2c(/C=C/N(C)C)oc3ccc(OC)cc23)cc1 | 5
COc1ccc(NC(=O)C(c2ccccc2)N(C)C(=O)/C=C\c2ccc3c(c2)OCO3)cc1 (stereo unspecified) | 2
CCc1nc(SCC(=O)Nc2ccccc2Cl)n[nH]1 | 1
COc1ccc(NC(=O)CN(c2ccc(C34CC5CC(CC(C5)C3)C4)cc2)S(C)(=O)=O)c(OC)c1 | 8

Further entries follow.
SMILES | ROC1-CUL1 inh
COc1c(Cl)ccc(Cl)c1C(=O)NCc1ccco1 | 1
Cc1cccc(C(=O)Nc2cnc3cc(C)ccn3c2=O)c1 | 2
COc1ccc(NC(=O)COc2ccc(-c3nn(C)c(=O)c4ccccc34)cc2)cc1 | 1
CCOC(=O)c1cnn2c(C)cc(-c3ccc(F)cc3)nc12 | 0
CN1C(=O)/C(=C/c2cc(Br)ccc2OCc2ccc(I)cc2)C(=O)NC1=S | 9
CCN(CC1CCN(C2CCN(C)CC2)CC1)C(=O)CCC(=O)c1ccc(OC)cc1 | -16
COCCCNC(=O)NC(CCC(C)C)c1c(-n2cccc2)sc2c1CCN(C)C2 (stereo unspecified) | -5
O=S(=O)(Nc1cccc(-c2ccc(N3CCOCC3)nn2)c1)c1ccc(F)cc1F | -3
O=C(Nc1ccc2c(c1)C(=O)NC2=O)c1ccc(NC(=O)c2ccco2)cc1 | -10
Clc1ccc(-c2csc(N3CCN(c4cccc(Cl)c4)CC3)n2)cc1 | 5
O=S(=O)(/C=C/c1ccccc1)N1CCN(C/C=C\c2ccccc2)CC1 | -5
O=C1/C(=C/c2ccsc2)SC(=S)N1/N=C/c1ccsc1 | -7
CS(=O)(=O)N(CC(=O)N/N=C/c1ccco1)c1ccccc1Br | -5
C#CCCCNc1nc(Cl)cn(-c2ccccc2)c1=O | -1
COCc1cc(=O)[nH]c(-c2ccc(CN3CCN(C(=O)N(C)C)CC3)cc2)n1 | -1
O=C(CSc1ccccn1)N/N=C/C1CC=CCC1 (stereo unspecified) | -11
COc1ccccc1NC(=O)c1cc(S(=O)(=O)NCCc2ccccc2)ccc1F | -7
COc1ccc(C2=NC3(CCCCC3)N(CC(=O)Nc3ccc(C(C)C)cc3)C2=O)cc1 | -7
Cc1ccc(SCC(=O)Nc2ccc(C)c(C)c2)cc1 | -8
CCOc1cc(Br)cc(/C=C2\SC(=S)N(Cc3ccccc3)C2=O)c1O | 11
COC(=O)c1cc(NC(=O)CSc2nnc(-c3cccc(C)c3)n2C)ccc1Cl | -5
Fc1cccc(CN2CCN(c3nc4nonc4nc3NC3CC3)CC2)c1 | 5
O=C(C1CC=CCC1)N1CCC(C2(c3cccnc3)NC(=O)N(CCc3cccs3)C2=O)CC1 (stereo unspecified) | -4
C=CCn1c(SCC(=O)c2ccc(Cl)c(Cl)c2)nc2sc3c(c2c1=O)CCCC3 | 17
COc1cc(C2Oc3nc(SC)nnc3-c3ccccc3N2C(C)=O)cc(Cl)c1OC (stereo unspecified) | 20

The list continues:
SMILES | ROC1-CUL1 inh
O=C1c2ccccc2C(=O)N1COc1cc(Cl)ccc1Cl | 4
Cn1cc(CN(C(=O)Nc2ccc(Cl)c(Cl)c2)C2CCCCC2)c2ccccc21 | -7
Cc1nn(S(=O)(=O)c2ccc(Cl)cc2)c(C)c1C | 7
Oc1ccc(C2C(c3ccccc3)=NN=C(c3ccc(Cl)cc3)N2O)c(O)c1 (stereo unspecified) | 14
Cc1cc(N2CCN(Cc3ccccc3)CC2)c2nncn2n1 | 18
Cc1ccc(COc2cccc(CO)c2)cc1 | -2
C=CCN1C(=O)/C(=C\c2ccc(N(C)C)cc2)N=C1SCC(=O)Nc1ccccc1 | 13
CCOc1ccccc1CN(CCc1ccc2c(c1)OCO2)Cc1cc(OC)c(OC)cc1OC | -3
Cc1cc(C)c2c(=O)cc(C(=O)Nc3ccc(S(=O)(=O)N(C)Cc4ccccc4)cc3)oc2c1 | 4
CCOc1ccc(N=C2NC(=O)N(N)C2=N)cc1 | -2
CCc1ccc(-c2cc(C(F)(F)F)n3nc(C(=O)NC4CCN(Cc5ccccc5)CC4)cc3n2)s1 | 8
CCc1ccccc1N=C1S/C(=C\c2ccc(N(CC)CC)cc2)C(=O)N1c1ccccc1CC | -5
CSc1ccc(CC2(CCC(=O)N(C)CCc3cnn(C)c3)CCC(=O)N2)cc1 (stereo unspecified) | 10
CCOC(=O)c1[nH]c2c(OC)cc(OC)cc2c1CCN1C(=O)c2ccccc2C1=O | 7
CCCCCSc1c(C#N)c(N2CCOCC2)nc2c1CC(C)(C)OC2 | 9
CC1(C)c2ssc(=S)c2-c2ccccc2N1C(=O)CN1C(=O)c2ccccc2C1=O | -13
CC1CN(C2CCCCC2)c2nc3c(c(=O)n(CCCO)c(=O)n3C)n2C1 (stereo unspecified) | -4
Cc1ccc(NC(=O)CCc2nc3cccnc3n2-c2ccccc2)cc1Cl | -5
CN(CC1CCCN(CCc2ccc(Cl)cc2)C1)C(=O)CN1CCCC1=O (stereo unspecified) | 3
c1ccc(Oc2c3ccccc3cc3c2cc2c4c(cccc43)CC2)cc1 | 6
CC(C)(C)c1ccc(C(=O)NC2(C(F)(F)F)NC(=O)N(CCc3ccccc3)C2=O)cc1 (stereo unspecified) | 2
COc1ccc(CN2CCCO2)cc1OCC(O)CN(C)C(C)C (stereo unspecified) | -3
COc1cc(CC2=NC(=O)N(Cc3ccccc3)C2=O)ccc1OCc1ccc2ccccc2c1 | 11
O=c1ccc(Cl)cn1Cc1cccc(C(F)(F)F)c1 | -6
Cc1ccc2oc(-c3cccc(NC(=O)Cc4ccccc4)c3C)nc2c1 | -1

3 compounds already listed, ordered by the number in ROC1-CUL1 inh, smallest number first:
SMILES | ROC1-CUL1 inh
Cc1ccc(NC(=O)CCc2nc3cccnc3n2-c2ccccc2)cc1Cl | -5
CCOc1ccc(N=C2NC(=O)N(N)C2=N)cc1 | -2
CCCCCSc1c(C#N)c(N2CCOCC2)nc2c1CC(C)(C)OC2 | 9

Carrying on.
SMILES | ROC1-CUL1 inh
Nc1ccc2ccc3cccnc3c2n1 | -8
Cc1cc(=O)oc2cc(OS(=O)(=O)c3ccc(Cl)cc3)ccc12 | 7
Cc1cccc(C(=O)Oc2ccccn2)c1 | -10
CCOC(=O)c1c(NC(=O)/C=C/c2ccc3c(c2)OCO3)sc(C(N)=O)c1C | -4
COc1ccc(OCc2nnc(SCC(=O)Nc3ccccc3)n2C)cc1 | -3
CN(C(=O)/C=C/c1cccnc1)C1CCCN(CCc2ccccc2)C1 (stereo unspecified) | -1
COc1cc(C2C3=C(CCCC3=O)N(c3ccc(Cl)cc3)C3=C2C(=O)CCC3)c(Cl)cc1O | 6
CCOc1cccc(NC(=O)c2cccc(C)c2)c1 | 5
CCCN1C2=C(C(=O)CC(C)(C)C2)C(c2cc(Cl)ccc2OCC(=O)Nc2ccc(C)c(Cl)c2)C2=C1CC(C)(C)CC2=O | -5
Cc1ccc(NC(=O)NC(=O)C(F)(F)F)c(C)c1 | 0
CCOc1ccc(C2C(C(=O)Nc3ccc(Cl)cc3)C(C)=Nc3nc(C(F)(F)F)nn32)cc1 (stereo unspecified) | 8
O=C(Cc1ccc(Cl)cc1)Nc1nnc2n1CCS2 | -6
COc1ccc(NC(=O)c2ccc(Br)cc2)c(OC)c1 | 1
CC1=NNC(=O)C1CC(=O)N/N=C/c1ccccn1 (stereo unspecified) | -3
CCOc1ccc(CCNC(=O)CCc2c(C)nc3c(-c4ccccc4)c(C)nn3c2C)cc1OCC | -5
CCOc1ccccc1CNC(=O)CCCn1c(=O)c2cccn2c2ccc(F)cc21 | -3
Cc1c(C(C)NCc2cccc(F)c2)cnn1-c1ccccc1 (stereo unspecified) | -11
O=C(c1ccc2c(c1)OCCO2)N1CCc2ccccc21 | 3
O=C1CC(NCc2ncc[nH]2)CN1CCc1cccc(Cl)c1 (stereo unspecified) | 5
CCOc1cc(C)ccc1S(=O)(=O)N1CCN(c2ccccc2)CC1 | -1
Clc1ccccc1OCc1nn2c(-c3ccncc3)nnc2s1 | -3
Cc1cccc(C)c1NC(=O)CCS(=O)(=O)c1cccc2nonc12 | -9
CN(C)c1ccc(/C=N/N=C(\Cc2nc3ccccc3[nH]2)c2ccccc2)cc1 | -4
COc1ccc(N2C(=O)C(Cc3cc4c(cc3Br)OCO4)=NC2=S)cc1 | 7
Cc1ccc2c(CNCc3ccc(C)o3)c(C(=O)O)n(Cc3ccccc3C)c2c1 | -12
CCc1cccc(CC)c1NC(=O)Cn1nnc2sc(-c3ccccc3)cc2c1=O | 1
CCC(C)C(=O)Nc1ccc(Cl)cc1 (stereo unspecified) | -14
CCCCSc1nnc(CCC)n1N | 5
CC(C)(C)c1cc(OC(=O)c2ccc(Cl)cc2)ccc1O | 5
